L major viab – Leishmania major promastigote growth inhibition; Leishmania major promastigotes, resazurin fluorescence viability; inhibition, % at 10 µM; 200,000 tested, 9% active; AID 1063; in the data active = inhibition above about 50%;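 also: promastigotes grown with compound for 44 hours at 28 °C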
PPARg SRC-2 ag – agonists of SRC-2 recruitment by human PPARgamma | AID 1032 | activation, % at 8 µM | PPARgamma LBD-SRC-2 recruitment, biochemical | 200,000 tested, 0.34% active; in the data active = activation above about 22%;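 also: 0% = vehicle and 100% = reference agonist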
Target sequence (P37231 whole entry, looked up, the tested form may be a part): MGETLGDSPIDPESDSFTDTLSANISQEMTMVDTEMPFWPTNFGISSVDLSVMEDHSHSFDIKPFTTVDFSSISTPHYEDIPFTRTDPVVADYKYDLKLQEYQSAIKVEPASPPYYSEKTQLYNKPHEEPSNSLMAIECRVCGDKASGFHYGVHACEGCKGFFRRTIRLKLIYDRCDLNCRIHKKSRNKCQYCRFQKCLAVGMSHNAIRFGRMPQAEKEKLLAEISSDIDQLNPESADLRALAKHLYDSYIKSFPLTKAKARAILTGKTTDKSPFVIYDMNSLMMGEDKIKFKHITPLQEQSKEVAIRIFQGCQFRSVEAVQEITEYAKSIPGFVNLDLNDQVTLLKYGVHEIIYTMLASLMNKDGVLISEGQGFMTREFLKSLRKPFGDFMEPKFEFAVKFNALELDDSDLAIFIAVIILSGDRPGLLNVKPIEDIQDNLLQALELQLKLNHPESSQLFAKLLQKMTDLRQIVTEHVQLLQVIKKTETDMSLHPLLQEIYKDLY
bIAP inhibitor – intestinal alkaline phosphatase (bovine) inhibition. purified bovine IAP, CDP-star luminescence, 30 min. inhibition, % at 20 µM. 190,000 tested, under 10 active;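 active = over 50% inhibition of intestinal alkaline phosphatase at 20 µM in the single-dose screen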
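test system = bovine IAP enzyme | medium = DEA buffer 100 mM, pH 9.8, with MgCl2 1.0 mM, ZnCl2 0.02 mM | detection = luminescence | dosing = single compound dose of 20 µM, 2% DMSO final | incubation = 30 min reaction at room temperature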
S1P3 antag – blocks the human S1P3 receptor | Q99500 | CHO S1P3 NFAT-BLA reporter, FRET fluorescence, antagonist mode | inhibition, % at 4.98 µM | 170,000 tested, 0.27% active;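 active = inhibition above the plate cutoff, the mean inhibition of test wells on that plate plus 3 SD, cut at about 28% in these data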;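 also: cells challenged with S1P at its EC80 of 0.8 µM; blue over green emission ratio from cleaved BLA substrate after 4 h stimulation; 0% = S1P-stimulated wells and 100% = unstimulated DMSO-only wells; some compounds past the cut are filed as inactive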
RAM network inh – blocks the yeast RAM network; inhibition, % at 50 µM; S. cerevisiae dse1pr::URA3 reporter, 5-FOA growth OD615, 2 d; analog-sensitive cbk1-as2 kinase mutant strain; 190,000 tested, 1.8% active; AID 868;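 active = inhibition above a set limit, 3 SD over mean compound inhibition, cut at about 8.4% in these data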;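 also: 0% = DMSO-only wells with no growth and 100% = 10 µM 1-NA-PP1 full growth; inhibition rescues growth on 5-FOA so higher OD means more RAM inhibition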
TR-FRET SRC-2 ct – flags TR-FRET format artefacts in PPARgamma SRC-2 recruitment agonist screen; TR-FRET artefact counter-screen; stronger effect = higher value; TR-FRET ratio at 8 µM; 200,000 tested, 0.4% active; in the data active = TR-FRET ratio above about 2000; also: inactives centre near 1500
ROMK mod – modulates human ROMK potassium channel activity; 130,000 tested, 2% active; Tet-inducible ROMK, thallium flux fluorescence; actives lie on both sides; B-score at 10 µM; AID 1918;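 active = signal ratio slope over the read window, or its plate-corrected B-score, at least 3 SD from the plate mean, either direction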;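 also: B-score of the F/F0 ratio slope over 7 to 12 s after thallium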
Target sequence (P48048 whole entry, looked up): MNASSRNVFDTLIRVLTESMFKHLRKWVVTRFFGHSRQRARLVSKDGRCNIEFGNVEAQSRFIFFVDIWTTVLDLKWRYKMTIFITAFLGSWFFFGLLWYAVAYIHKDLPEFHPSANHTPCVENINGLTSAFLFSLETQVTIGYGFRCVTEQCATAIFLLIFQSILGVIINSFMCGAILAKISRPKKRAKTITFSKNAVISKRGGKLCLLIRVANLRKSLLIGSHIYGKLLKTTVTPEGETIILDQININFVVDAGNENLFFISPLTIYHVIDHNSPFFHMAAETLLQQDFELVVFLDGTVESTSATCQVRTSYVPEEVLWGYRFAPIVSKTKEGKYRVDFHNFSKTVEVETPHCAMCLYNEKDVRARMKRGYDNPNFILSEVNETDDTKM
PPARg SRC-3 ag – agonists of human PPARgamma SRC-3 coactivator recruitment; AID 731; 200,000 tested, 0.26% active; biochemical PPARgamma/SRC-3 coactivator recruitment assay; activation, % at 8 µM; P37231; in the data active = activation above about 23%;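 also: 0% = DMSO and 100% = reference agonist; some compounds past the cut are filed as inactive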
Redox H2O2 prof – compounds producing H2O2 with reducing agent – biochemical, NIH compound library profiling, artefact control for MLSCN library redox annotation, primary screen; DTT-dependent redox cycling H2O2, phenol red/HRP absorbance; 100% = 100 µM peroxide control, 0% = buffer; 200,000 tested, 0.03% active; activation, % at 10 µM;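 active = activation of at least 50% relative to the plate's high and low controls in the primary single-dose screen; inactive = activation below 50%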;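 also: compound incubated with DTT at 0.8 mM final as the reducing agent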
PPARg SRC-1 ag – agonists of human PPARgamma SRC-1 coactivator recruitment | AID 631 | activation, % at 8 µM | PPARgamma-SRC-1 coactivator recruitment biochemical assay | 200,000 tested, 0.41% active; in the data active = activation above about 19%;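 also: 0% = DMSO and 100% = reference agonist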
Efa HMGR inh – inhibitors of class II HMG-CoA reductase from Enterococcus faecalis; purified E. faecalis HMGR, NADPH absorbance 340 nm kinetic; inhibition, % at 10 µM; 190,000 tested, 0.41% active;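 active = inhibition above a set limit, the median over all tested compounds plus 3 SD, cut at about 9.5% in these data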;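 also: enzyme runs in reverse so mevalonate oxidation gives rising NADPH absorbance; 0% = complete reaction with DMSO and 100% = background rate lacking mevalonate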
Starred values were filed as active, the others as inactive; x = not tested or not shown.

SMILES	L major viab	PPARg SRC-2 ag	bIAP inhibitor	S1P3 antag	RAM network inh	TR-FRET SRC-2 ct	ROMK mod	PPARg SRC-3 ag	Redox H2O2 prof	PPARg SRC-1 ag	Efa HMGR inh
CCc1ccc2nc(NC(=O)c3cc(C)on3)sc2c1	0	3	-8	-20	2.4	1431	x	10	2.0	4	x
O=C(Nc1ccc(OCC(=O)N2CCN(S(=O)(=O)c3ccccc3)CC2)cc1)c1ccco1	6	-4	-2	-6	6.4	1592	0.36	-6	-0.3	0	-1
Cc1ccccc1NC(=S)NC(NC(=O)C(C)(C)C)C(Cl)(Cl)Cl (stereo not drawn)	10	-7	2	x	2.6	1411	x	-6	1.9	-11	-5
Cc1ccc(-c2nnc(SCC(=O)NC3CCCc4ccccc43)n2N)cc1 (stereo not drawn)	-3	2	6	-3	2.7	1525	-0.67	4	-0.5	-3	-4
COc1ccc(NC(=O)COC(=O)Cn2c(C)nc3ccccc32)cc1OC	0	-2	5	x	0.1	1529	x	16	0.2	15	-6
O=C(NC(=S)N1CCN(c2ccc(C(F)(F)F)cc2[N+](=O)[O-])CC1)c1cccs1	34	2	5	-3	3.0	1651	x	4	-0.2	3	1
CCN(CC)S(=O)(=O)c1ccc(Cl)c(NC(C)=O)c1	-3	2	-3	1	1.4	1617	1.3	4	-0.5	3	3
CCOC(=O)C1(Cc2ccccc2C)CCCN(C(=O)c2cc(CC)nn2C)C1 (stereo not drawn)	6	-3	-4	8	1.0	1356	-0.41	-2	-0.4	-4	-2
COC(=O)C1C(=O)/C(=C/N(C)C)C(=O)CC1(C)C (stereo not drawn)	-6	8	10	6	0.4	1615	-0.12	-3	-0.1	4	2
COc1ccccc1N1CCN(C(CNC(=O)C2CCCCC2)c2cccnc2)CC1 (stereo not drawn)	51*	1	-3	-2	-0.1	1646	x	11	-0.3	5	1
COc1ccc(NC(=O)c2cc(Br)ccc2Cl)c([N+](=O)[O-])c1	-4	-2	-8	15	4.4	1568	1.3	2	-0.4	-2	8
Cn1c(=O)c2c(nc(CN3CCN(Cc4ccccc4)CC3)n2Cc2ccccc2)n(C)c1=O	-2	-3	5	-19	0.9	1652	x	6	0.1	1	-4
O=C(NCCN1CCOCC1)C1CCC(=O)N1C1CCCCC1 (stereo not drawn)	1	5	-3	21	0.9	1527	-0.21	1	-4.2	-5	-3
O=C(N/N=C/c1ccc(OCc2cnc(Cl)s2)cc1)c1ccncc1	-2	8	-6	-22	3.4	1657	-0.88	4	-1.5	9	4
CCC(C)c1ccc(O)c(NC(=O)c2cncc(Br)c2)c1 (stereo not drawn)	18	8	25	9	2.8	1638	0.31	17	-0.6	6	-2
COc1ccc(C(=O)N2CCN(Cc3cc(OC)c(O)c(OC)c3)CC2)cc1OC	-1	-2	-1	16	0.8	1623	x	2	0.0	1	-4
Cc1cc(N2CCN(c3nc(N4CCOCC4)nc4ccccc34)CC2)c2ccccc2n1	43	14	x	19	x	1396	x	4	0.4	4	x
O=C(c1cccc(S(=O)(=O)N2CCCC2)c1)c1cccc(S(=O)(=O)N2CCCC2)c1	6	3	16	18	1.2	1530	0.031	2	1.5	1	-5
O=C(Nc1ccc(Oc2ccccc2)cc1)c1cnc2n(c1=O)CCS2	-11	1	-5	14	3.2	1654	x	2	-1.9	7	2
CCOc1ccc2nc(SCC(=O)Nc3ncccn3)[nH]c2c1	-6	5	-9	x	1.6	1478	0.3	-3	-0.1	7	-6

Brought forward from above: 4 entries, then new ones.
SMILES	L major viab	PPARg SRC-2 ag	bIAP inhibitor	S1P3 antag	RAM network inh	TR-FRET SRC-2 ct	ROMK mod	PPARg SRC-3 ag	Redox H2O2 prof	PPARg SRC-1 ag	Efa HMGR inh
Cc1cc(N2CCN(c3nc(N4CCOCC4)nc4ccccc34)CC2)c2ccccc2n1	43	14	x	19	x	1396	x	4	0.4	4	x
O=C(c1cccc(S(=O)(=O)N2CCCC2)c1)c1cccc(S(=O)(=O)N2CCCC2)c1	6	3	16	18	1.2	1530	0.031	2	1.5	1	-5
O=C(Nc1ccc(Oc2ccccc2)cc1)c1cnc2n(c1=O)CCS2	-11	1	-5	14	3.2	1654	x	2	-1.9	7	2
CCOc1ccc2nc(SCC(=O)Nc3ncccn3)[nH]c2c1	-6	5	-9	x	1.6	1478	0.3	-3	-0.1	7	-6
O=C(NNc1cccc(Cl)n1)Nc1ccc(Cl)cc1	2	0	3	x	6.3	1486	x	4	19	-8	-5
N=c1c2c3c(sc2ncn1CCN1CCOCC1)CCCC3	5	8	3	-28	0.7	1421	0.043	-3	-0.1	-2	-1
COC(=O)C1(C(F)(F)F)N=C2Sc3ccccc3N2C(N2CCOCC2)=N1 (stereo not drawn)	-6	6	3	-15	0.9	1455	x	5	-0.7	-4	0
COc1ccc(-c2nn(-c3ccccc3)cc2/C=C/C(=O)NCCCn2ccnc2)cc1OC	-3	6	-12	-12	0.5	1619	-3	2	-1.6	4	0
C=C(C)c1cccc(C(C)(C)NC(=O)Nc2cc(C)ccc2OC)c1	52*	3	13	x	6.8	1428	x	0	3.1	1	4
Cc1nn(C)c(Cl)c1C(=O)NCC(=O)Nc1ccc(C(C)C)cc1	-5	-3	-5	6	-1.0	1628	-0.014	5	-1.9	8	0
CCOc1ccc(N=C2NC(=O)S/C2=C\c2ccc(Cl)cc2)cc1	-4	-11	33	x	2.9	1554	x	10	2.0	0	3
COc1ccc(CCNC(=O)Cn2cccc2C(=O)c2ccccc2C)cc1OC	1	5	17	-11	0.0	1475	0.12	1	0.2	-5	2
NC(=NCCc1ccccc1)NS(=O)(=O)c1cccs1	5	18	9	-21	0.6	1479	x	4	0.3	11	-4
Cn1c(=O)c(C(=O)NCCO)c(O)c2ccccc21	-8	5	7	20	-1.3	1611	0.42	5	0.9	1	-2
Cc1ccc(C(C(=O)NCc2ccco2)N(C(=O)Cc2cccs2)c2cccnc2)cc1 (stereo not drawn)	32	-10	5	-1	3.7	1371	-0.62	0	-0.9	-4	-9
CCOc1ccc(-c2ccc(SCC)nn2)cc1	-2	7	-2	2	1.1	1488	-0.00023	1	0.2	7	-1
Cc1ccc(NC(=S)c2nc3ccccc3s2)cc1	-1	15	13	x	5.6	1434	x	0	1.3	11	-6
Cc1ccc(CCP(=O)(O)CN2CCOCC2)cn1	-3	-12	1	-40	-0.3	1415	x	-1	2.8	-4	-5
COc1ccc(C(=O)N(c2ccccc2)C2C=CS(=O)(=O)C2)cc1 (stereo not drawn)	1	6	10	-20	-0.1	1615	0.023	-2	0.0	-1	0
Cc1cnc(NC(=O)C2(c3ccccc3)CC2)s1	4	0	6	-10	-0.8	1435	-0.015	4	-1.7	0	1
CC1(C)OC(=O)N(CCc2ccccc2)C1(C)O (stereo not drawn)	-11	3	7	-19	1.7	1628	0.011	3	-1.6	4	-1
CCCCCCSC1=C(C#N)C(=O)NC2(CCCCC2)S1	14	7	-3	x	-1.4	1730	-0.013	0	0.5	6	3
CCOC(=O)C1(Cc2cccc(OC)c2)CCN(C(C)COC)CC1 (stereo not drawn)	3	0	-4	-6	-0.2	1513	x	2	-0.7	8	0
Cc1ccc(C)[n+](CC(=O)c2ccc(-c3ccccc3)cc2)c1	70*	9	-2	-5	1.4	1635	0.54	-1	0.1	-1	1

Single records, as listed above:
`CCCCCCSC1=C(C#N)C(=O)NC2(CCCCC2)S1` as listed: L major viab = 14; PPARg SRC-2 ag = 7; bIAP inhibitor = -3; S1P3 antag = x; RAM network inh = -1.4; TR-FRET SRC-2 ct = 1730; ROMK mod = -0.013; PPARg SRC-3 ag = 0; Redox H2O2 prof = 0.5; PPARg SRC-1 ag = 6; Efa HMGR inh = 3
`N=c1c2c3c(sc2ncn1CCN1CCOCC1)CCCC3` as listed: L major viab = 5; PPARg SRC-2 ag = 8; bIAP inhibitor = 3; S1P3 antag = -28; RAM network inh = 0.7; TR-FRET SRC-2 ct = 1421; ROMK mod = 0.043; PPARg SRC-3 ag = -3; Redox H2O2 prof = -0.1; PPARg SRC-1 ag = -2; Efa HMGR inh = -1
`Cc1ccccc1NC(=S)NC(NC(=O)C(C)(C)C)C(Cl)(Cl)Cl` (stereo not drawn) as listed: L major viab = 10; PPARg SRC-2 ag = -7; bIAP inhibitor = 2; S1P3 antag = x; RAM network inh = 2.6; TR-FRET SRC-2 ct = 1411; ROMK mod = x; PPARg SRC-3 ag = -6; Redox H2O2 prof = 1.9; PPARg SRC-1 ag = -11; Efa HMGR inh = -5

Remaining list, next part.
SMILES	L major viab	PPARg SRC-2 ag	bIAP inhibitor	S1P3 antag	RAM network inh	TR-FRET SRC-2 ct	ROMK mod	PPARg SRC-3 ag	Redox H2O2 prof	PPARg SRC-1 ag	Efa HMGR inh
COc1cccc(-c2noc(C3CCCN(S(=O)(=O)c4cccc(Cl)c4C)C3)n2)c1 (stereo not drawn)	1	-4	1	4	7.5	1348	x	0	-0.4	6	4
COc1ccccc1Nc1nc(Cl)nc(NC(C)(C)C)n1	23	3	6	-10	1.3	1503	-1.5	-2	-2.2	2	-1
NC(=O)c1oc2ccccc2c1NC(=O)c1ccc(F)cc1	-5	0	12	20	0.2	1437	x	1	0.8	0	-11
CCN(CC)c1ccc(N=Nc2nn(C)c(C)c2[N+](=O)[O-])cc1	53*	12	24	9	4.2	1624	-0.24	8	0.1	10	5
CCCCn1c(SCC(=O)c2ccc(OC)c(OC)c2)nc2cc(S(N)(=O)=O)ccc21	0	4	15	x	3.8	1500	1.4	-1	0.1	-3	1
CN(C)CCSc1nnc2sc3ccccc3n12	-3	4	15	-24	1.7	1499	x	2	0.4	1	3
CCc1ccc(C(=O)CSC2=C(C#N)C(c3ccco3)C(C(C)=O)=C(C)N2)cc1 (stereo not drawn)	36	3	2	28	7.3	1485	-0.45	7	-1.5	12	4
O=C(NCc1n[nH]c(=S)n1-c1cccc(Cl)c1)c1ccc(S(=O)(=O)N2CCCC2)cc1	-6	4	-10	-27	2.6	1660	x	8	-0.6	8	-5
CCn1c(O)c(C=NCc2cccs2)c(=O)n(CC)c1=S	-9	-6	17	x	1.2	1459	-1.1	5	0.1	-2	2
CC1(C)O[C@@H]2[C@@H](CO[C@@]3(COS(N)(=O)=O)OC(C)(C)O[C@@H]23)O1	x	7	1	-3	x	1502	x	6	x	-6	1
COc1ccc(NS(=O)(=O)c2cccc(NC(=O)NC3CCCCC3)c2)cc1	99*	-5	11	-18	6.3	1512	-0.87	1	0.1	1	0
COc1ccc(C(=O)Nc2sc(C)c(-c3ccccc3)c2C#N)cc1OC	26	6	-2	x	5.9	1610	0.0039	1	0.7	2	2
CCOC(=O)C1(CC2CC2)CCN(Cc2ccc3cccc(F)c3n2)CC1	8	-4	8	7	1.2	1413	-0.76	6	0.2	2	4
CCOC(=O)c1cc(OC(=O)c2ccccc2OC)n(-c2ccccc2)n1	-7	2	-1	x	1.1	1602	x	-1	-0.2	-1	-2
O=C(Cn1cnc2c(nnn2Cc2ccc(Cl)cc2)c1=O)N1CCCc2ccccc21	-6	4	11	2	1.4	1520	0.64	8	0.5	-4	-4
Cc1cccc(C(=O)NNC(=O)c2ccc(F)cc2)c1	-1	4	4	-20	0.5	1505	0.56	3	-0.3	2	-3

Assay outcomes as filed in PubChem BioAssay.
